TMEM16A inh – blocks the mouse calcium-activated chloride channel TMEM16A | Q8BHY3 | HEK293 TMEM16A/YFP iodide influx fluorescence, ionomycin | normalized B-score (activity score, 25-100; higher = stronger inhibition) at 10 µM | hit rate 1.2% among 310,000 | AID 588511;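 active means ratio plate-corrected score three or more library SD toward inhibition, starting fluorescence score within five deviations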;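 further: score derived from kinetic fluorescence span divided by baseline fluorescence per well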
MrgX1 agonist – activates human MrgX1 receptor signaling | MrgX1-HEK293 cells, Fluo-4 calcium fluorescence, agonist mode; active compounds read high | AID 588627 | B-score at 10 µM | hit rate 0.44% among 310,000 | Q96LB2;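 active means calcium response B-score plate-corrected fluorescence ratio at least 3 library SD, with starting fluorescence B-score inside 5 SD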
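System – MrgX1-expressing HEK293 cells · Incubation – cells plated overnight, dye loaded 0.5 h 37 °C, 0.5 h room temperature · Technique – kinetic Fluo-4 NW fluorescence of intracellular calcium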
TRPC4 inh – TRPC4 (mouse) channel inhibition; AID 2247; Q9QUQ5; HEK293 TRPC4beta/mu-opioid, DAMGO-evoked Fluo4 calcium flux; active compounds read low; B-score at 10 µM; hit rate 0.39% among 300,000;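 active means B-score over 3 SD under the library average, no early fluorescence shift, positive overall ratio signal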
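Signal: kinetic Fluo4 fluorescence imaging of calcium influx. Material: stable TRPC4beta/mu-opioid receptor HEK293 cells. Probe or stimulus: DAMGO in two steps, submaximal then maximal.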
MrgX1 PAM – human MrgX1 positive allosteric modulation, primary screen | MrgX1-HEK293, Fluo-4 calcium flux, FDSS; active compounds read high | B-score at 10 µM | AID 588675 | hit rate 0.63% among 310,000;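 active means plate-corrected calcium response at least 3 library SD above typical, normal starting fluorescence, not activating the receptor alone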;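 further: compound read alongside a low EC10 to EC30 dose of BAM8-22 agonist; peak minus trough fluorescence over baseline measured at the second addition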
TRPC4 act – activators of mouse TRPC4 channel. Q9QUQ5. HEK293 TRPC4beta/mu-opioid, Fluo4 calcium fluorescence; active compounds read high. B-score at 10 µM. hit rate 0.49% among 310,000;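 active means B-score above 5 SD of library B-scores, and initial fluorescence ratio not above library mean plus 5 SD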;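 further: positive B-score marks a calcium rise read as TRPC4 activation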
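Material: TRPC4beta and mu-opioid receptor HEK293 stable cells | Incubation: 45 min room-temperature Fluo4 loading, 110 s read | Detection: Kinetic Fluo4 calcium fluorescence | Measure: Integrated baseline-normalised fluorescence ratio, converted to per-well B score | Benchmarks: Low control buffer alone, high control maximal DAMGO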
RGS4 inh – inhibitors of human RGS4 | P49798 | HEK293 M3R/RGS4 inducible, Fluo-4 calcium flux; active compounds read high; triggered by carbachol at its EC20 | B-score at 10 µM | hit rate 0.45% among 310,000;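 active means B-score, a plate-corrected calcium signal, over three deviations above library mean, with baseline fluorescence within five deviations of library mean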;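 further: RGS4 expression induced by doxycycline in cells with stable M3 receptor; B-score is computed from the integrated fluorescence ratio over baseline after carbachol; higher B-score means a larger calcium signal and so more RGS4 inhibition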
Target sequence (P49798 whole entry, looked up): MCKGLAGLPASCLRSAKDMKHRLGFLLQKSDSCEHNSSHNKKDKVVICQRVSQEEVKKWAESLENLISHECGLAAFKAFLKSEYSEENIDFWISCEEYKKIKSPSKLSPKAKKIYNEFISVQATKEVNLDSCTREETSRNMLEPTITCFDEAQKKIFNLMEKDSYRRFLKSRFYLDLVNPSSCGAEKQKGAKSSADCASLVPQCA
ANO1 activ – activates or potentiates the mouse TMEM16A chloride channel | hit rate 0.3% among 340,000 | HEK293 TMEM16A/YFP-H148Q/I152L, iodide quench fluorescence; active compounds read low | Q8BHY3 | B-score at 10 µM | AID 623877;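 active means fluorescence-ratio B-score plate-corrected deviation score at least 3 library SD below zero, with starting fluorescence score within 5 deviations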;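 further: channel opened by trigger with iodide after compound preincubation; score built on the fluorescence ratio of max minus min over baseline; more negative score means more quench and so TMEM16A activation or potentiation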
TRPC6 activator – activates the mouse TRPC6 cation channel; HEK293-TRPC6 membrane potential dye fluorescence; active compounds read high; B-score at 10 µM; hit rate 0.13% among 310,000; AID 2550;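 active means B-score of the integrated fluorescence ratio above library mean plus 3 SD, and starting fluorescence ratio within library mean plus 5 SD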;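 further: higher score means more depolarization so channel activation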
Target sequence (Q61143 whole entry, looked up): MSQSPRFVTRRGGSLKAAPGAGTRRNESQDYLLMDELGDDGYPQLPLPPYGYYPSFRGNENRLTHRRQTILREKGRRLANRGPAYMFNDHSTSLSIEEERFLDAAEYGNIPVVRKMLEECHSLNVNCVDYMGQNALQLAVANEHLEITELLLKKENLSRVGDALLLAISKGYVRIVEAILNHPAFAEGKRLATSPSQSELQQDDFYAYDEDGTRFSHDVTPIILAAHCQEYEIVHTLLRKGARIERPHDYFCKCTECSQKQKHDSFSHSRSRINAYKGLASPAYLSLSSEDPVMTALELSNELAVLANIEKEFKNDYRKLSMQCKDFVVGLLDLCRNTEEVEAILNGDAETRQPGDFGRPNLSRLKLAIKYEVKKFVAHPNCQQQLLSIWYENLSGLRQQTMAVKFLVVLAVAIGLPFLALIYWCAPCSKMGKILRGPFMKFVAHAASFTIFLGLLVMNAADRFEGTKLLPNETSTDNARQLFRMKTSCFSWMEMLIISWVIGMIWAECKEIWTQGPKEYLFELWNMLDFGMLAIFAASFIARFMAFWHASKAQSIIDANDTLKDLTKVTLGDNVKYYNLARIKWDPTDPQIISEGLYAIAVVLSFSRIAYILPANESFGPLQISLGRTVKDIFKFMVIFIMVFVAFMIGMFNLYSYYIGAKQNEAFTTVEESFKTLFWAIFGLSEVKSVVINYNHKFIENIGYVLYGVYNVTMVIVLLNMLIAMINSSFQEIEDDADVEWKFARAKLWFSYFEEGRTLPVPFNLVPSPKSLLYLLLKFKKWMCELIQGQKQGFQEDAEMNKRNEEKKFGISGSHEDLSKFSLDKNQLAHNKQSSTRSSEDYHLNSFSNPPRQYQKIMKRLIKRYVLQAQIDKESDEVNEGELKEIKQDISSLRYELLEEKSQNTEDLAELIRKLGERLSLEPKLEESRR
TRPC6 inhibitor – mouse TRPC6 channel inhibition | Q61143 | HEK293-TRPC6, membrane potential dye, ACh-evoked depolarization; active compounds read low | B-score at 10 µM | hit rate 1.1% among 310,000 | AID 2553;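 active means B-score under library mean minus 3 SD, initial fluorescence not abnormally high, positive integrated signal ratio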;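 further: B-score derived from integrated fluorescence ratio over the kinetic read; more negative B-score means stronger inhibition of depolarization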
MrgX1 antag – antagonists of human MrgX1 receptor; Q96LB2; MRGX1-HEK293 calcium flux, Fluo-4, BAM8-22 antagonism; active compounds read low; B-score at 10 µM; hit rate 1.3% among 310,000;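 active means calcium-response B-score plate-corrected more than 3 library SD below zero, starting fluorescence within 5 deviations, no agonist response on first addition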;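 further: peak minus trough fluorescence over baseline after final BAM8-22 challenge near maximal dose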
TRPC4 potent – allosteric potentiators of mouse TRPC4 channel. HEK293 TRPC4beta/mu-opioid, DAMGO EC20, Fluo-4 Ca2+ flux; active compounds read high. B-score at 10 µM. hit rate 0.42% among 310,000;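 active means B-score of calcium response area above 5 SD of library B-scores, with initial fluorescence ratio within 5 SD of library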;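 further: B-score of integrated fluorescence ratio over time as area under calcium response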
Calls only; i = inactive; nt = no result given.

The line under a structure holds: TMEM16A inh | MrgX1 agonist | TRPC4 inh | MrgX1 PAM | TRPC4 act | RGS4 inh | ANO1 activ | TRPC6 activator | TRPC6 inhibitor | MrgX1 antag | TRPC4 potent
- COc1ccccc1NS(=O)(=O)c1cc(C(=O)NCc2ccncc2)ccc1C
→ i | i | i | i | i | i | i | i | i | i | i
- CCSc1nnc(NC(=O)CC)s1
→ i | i | i | i | i | i | i | i | i | i | i
- CCOc1ccc(NC(=O)CSc2nncc(=O)n2N)cc1
→ i | i | i | i | i | i | i | i | i | i | i
- O=C(COc1ccc(Cl)cc1)NNC(=O)c1ccc2c(=O)n3c(nc2c1)CCC3
→ i | i | i | i | i | i | i | i | i | i | i
- Cc1ccc(CSc2nnc(SCC(=O)N/N=C/c3c[nH]c4ccccc34)s2)cc1
→ nt | nt | i | nt | i | i | i | i | i | nt | i
- Cc1cc(S(=O)(=O)Nc2ccc(C(=O)N3CCN(C(=O)c4ccco4)CC3)cc2)ccc1F
→ i | i | i | i | i | i | i | i | i | i | i
- Cc1cc(Nc2ccccc2)n(C(=O)c2ccc(Cl)cc2)n1
→ i | i | i | i | i | i | i | i | i | i | i
- Cc1ccc(C(=O)NCC(C)(C)N2CCOCC2)s1
→ i | i | i | i | i | i | i | i | i | i | i
- CCOc1ccc(CCNC(=O)CCc2c(C)nc3ncnn3c2C)cc1OCC
→ i | i | i | i | i | i | i | i | i | i | i
- O=C(NCCC1CC1(Cl)Cl)c1ccc([N+](=O)[O-])cc1 (configuration not stated)
→ i | i | i | i | i | i | i | i | i | i | i
- Cc1cc(C)nc(N2CCC(C(=O)Nc3ccc4c(c3)CCC4)CC2)n1
→ i | i | i | i | i | i | i | i | i | i | i
- COC(=O)c1sccc1NC(=O)CSc1cccc(Cl)c1Cl
→ i | i | i | i | i | i | i | i | i | i | i
- O=C(NCc1ccc(F)cc1)c1cnc2n(c1=O)CCS2
→ i | i | i | i | i | i | i | i | i | i | i
- NC(=O)c1cc[n+](CC(=O)c2ccc(NC(=O)c3ccccc3)cc2)cc1
→ i | i | i | i | i | i | i | i | i | i | i
- CN(C)S(=O)(=O)c1cccc(NC(=S)Nc2ccc3cn[nH]c3c2)c1
→ i | i | i | i | i | i | i | i | i | i | i
- Cc1ccc(NC(=O)c2ccccc2NC(=O)Cc2ccccc2)cc1
→ i | i | i | i | i | i | i | i | i | i | i
- CC(=O)Nc1ccc(NS(=O)(=O)c2ccc3c(c2)NC(=O)CC(=O)N3)cc1
→ i | i | i | i | i | i | i | i | i | i | i
- COC(=O)c1c(NC(=O)Cn2cc([N+](=O)[O-])cn2)sc2c1CCC2
→ i | i | i | i | i | i | i | i | i | i | i
- Cc1ccc(-n2nc3c(=O)n(CCCC(=O)NCc4cccc(Cl)c4)nc(C)c3c2C)cc1
→ i | i | i | i | i | i | i | i | i | i | i
- O=C(CSc1nc2ccccc2c(=O)n1Cc1ccc(C(=O)NC2CC2)cc1)NCc1ccco1
→ i | i | i | i | i | i | i | i | i | i | i

The line under a structure holds: TMEM16A inh | MrgX1 agonist | TRPC4 inh | MrgX1 PAM | TRPC4 act | RGS4 inh | ANO1 activ | TRPC6 activator | TRPC6 inhibitor | MrgX1 antag | TRPC4 potent
- Cc1ccc(N(C(=O)CNC(=O)c2ccco2)C(C(=O)NC2CCCCC2)c2cccnc2)cc1 (configuration not stated)
→ i | i | i | i | i | i | i | i | i | i | i
- Cc1nn(C)c(C)c1CN(Cc1nc(-c2cc(F)ccc2F)oc1C)C1CC1
→ i | i | i | i | i | i | i | i | i | i | i
- CCOC(=O)C1CCN(C(=O)COC(=O)c2ccc(=O)n(Cc3ccccc3)n2)CC1
→ i | i | i | i | i | i | i | i | i | i | i
- O=C(Nc1cccc(C(F)(F)F)c1)C1CCN(S(=O)(=O)c2cnc[nH]2)CC1
→ i | i | i | i | i | i | i | i | i | i | i
- CC(C)CCNC(=O)c1cccc(Cl)c1
→ i | i | i | i | i | i | nt | i | i | i | i
- Cc1ccccc1NC(=O)N1CCCC1C(=O)NCc1ccccc1 (configuration not stated)
→ i | i | i | i | i | i | i | i | i | i | i
- CCN(CC)c1ccc2cc(S(=O)(=O)c3ccc(Cl)cc3)c(=O)oc2c1
→ i | i | i | i | i | i | i | i | i | i | i
- O=c1cc(-c2ccccc2)nc(SCc2ccccc2F)[nH]1
→ i | i | i | i | i | i | i | i | i | i | i
- O=C(NC1CC1)c1ccc(-n2cccc2)cc1
→ i | i | i | i | i | i | i | i | i | i | i
- CSc1nc2ccc(NC(=O)c3ccco3)cc2s1
→ i | i | i | i | i | i | i | i | i | i | i
- COc1ccc(-n2nc(C(=O)NCC3CCCO3)c3ccccc3c2=O)cc1 (configuration not stated)
→ i | i | i | i | i | i | i | i | i | i | i
- COCCN(C(=O)c1snc(C(N)=O)c1N)C(C(=O)NC1CCCCC1)c1ccc(N(C)C)cc1 (configuration not stated)
→ i | i | i | i | i | i | i | i | i | i | i
- Cc1cccn2c(=O)nc(SCC(=O)NCc3ccco3)nc12
→ i | i | i | i | i | i | i | i | i | i | i
- CCOc1cccc(/C=N/NC(=O)CC2C(=O)NN=C2C)c1O (configuration not stated)
→ i | i | i | i | i | i | i | i | i | i | i
- Cc1ccc(NC(=O)CN(C)S(=O)(=O)c2cccc3cccnc23)cc1F
→ i | i | i | i | i | i | i | i | i | i | i
- CCN(CC(=O)Nc1ccccc1C(F)(F)F)C(=O)/C=C/c1ccc(Cl)c([N+](=O)[O-])c1
→ i | i | i | i | i | i | i | i | i | i | i
- O=C1NC2=C(CCc3ccccc32)C(c2ccccc2)N1 (configuration not stated)
→ i | i | i | i | i | i | i | i | i | i | i
- Cc1cc(=O)oc2cc(OCC(=O)N3CCN(c4ccc(F)cc4)CC3)c(Cl)cc12
→ i | i | i | i | i | i | i | i | i | i | i
- Cc1ccc2[nH]c(=O)c(-c3noc(CC(C)C)n3)cc2c1
→ i | i | i | i | i | i | i | i | i | i | i
- O=C(O)c1ccc(Cl)c(S(=O)(=O)N(Cc2ccccc2)c2ccc(Cl)cc2)c1
→ i | i | i | i | i | i | i | i | i | i | i

The line under a structure holds: TMEM16A inh | MrgX1 agonist | TRPC4 inh | MrgX1 PAM | TRPC4 act | RGS4 inh | ANO1 activ | TRPC6 activator | TRPC6 inhibitor | MrgX1 antag | TRPC4 potent
- CCOC(=O)/C(C#N)=C\c1ccc(O)c(OC)c1
→ i | i | i | i | i | i | i | i | i | i | i
- COc1ccc(NC(=O)Nc2sc(=S)n(C)c2C)cc1
→ i | i | i | i | i | i | i | i | i | i | i
- COc1ccc(-n2c(C(C)n3nc(C)c([N+](=O)[O-])c3C)n[nH]c2=S)cc1 (configuration not stated)
→ i | i | i | i | i | i | i | i | i | i | i
- CC1CCc2cc(F)cc3c(=O)c(C(=O)O)cn1c23 (configuration not stated)
→ i | i | i | i | i | i | i | i | i | i | i
- COc1cc2c(cc1OC)CN(C(=O)CN(C)S(=O)(=O)c1ccc(NC(C)=O)cc1)CC2
→ i | i | i | i | i | i | i | i | i | i | i
- Cc1ccccc1OCC(=O)Nc1c2c(nn1C(C)(C)C)CS(=O)(=O)C2
→ i | i | i | i | i | i | i | i | i | i | i
- Clc1ccc(-c2nnc(-c3ccccc3)c(N3CCSCC3)n2)cc1
→ i | i | i | i | i | i | i | i | i | i | i
- C/C(=N\NC(=O)c1cccnc1)c1ccc(Br)cc1
→ i | i | i | i | i | i | i | i | i | i | i
- COc1cccc(NC(=O)Cn2c(=O)n(CC3CCCO3)c(=O)c3ccccc32)c1 (configuration not stated)
→ i | i | i | i | i | i | i | i | i | i | i
- O=C(CCc1ccccc1)Nc1ccc(S(=O)(=O)N2CCOCC2)cc1
→ i | i | i | i | i | i | i | i | i | i | i
- CN(C(=O)c1cc(S(=O)(=O)N2CCOCC2)cs1)c1ccccc1
→ i | i | i | i | i | i | i | i | i | i | i
- O=C(c1ccoc1)N1CCC2(CCCN(Cc3ccc(F)c(F)c3)C2)C1 (configuration not stated)
→ i | i | i | i | i | i | i | i | i | i | i
- CCOc1ccc(C(=O)NCC(=O)OCC(=O)NC2CCCC2)cc1
→ i | i | i | i | i | i | i | i | i | i | i
- COc1cccc(-n2c(C)nc3cc(C(=O)O)ccc32)c1
→ i | i | i | i | i | i | i | i | i | i | i
- O=[N+]([O-])c1ccc(N/N=C/c2cccs2)nc1
→ i | i | i | i | i | i | i | i | i | i | i
- Cc1csc(NC(=O)Cn2nc(C)c([N+](=O)[O-])c2C)n1
→ i | i | i | i | i | i | i | i | i | i | i
- O=C(NCc1ccc(F)cc1)c1cc2n(n1)C(C(F)(F)F)CC(C1CC1)N2 (configuration not stated)
→ i | i | i | i | i | i | i | i | i | i | i
- OCCN(Cc1ccccc1)CC1CC=CCC1 (configuration not stated)
→ i | i | i | i | i | i | i | i | i | i | i
- Fc1cc2[nH]cnc2cc1Cl
→ i | i | i | i | i | i | i | i | i | i | i
- Cc1nn(C)cc1S(=O)(=O)Nc1ccc2c(c1)OCCO2
→ i | i | i | i | i | i | i | i | i | i | i

The line under a structure holds: TMEM16A inh | MrgX1 agonist | TRPC4 inh | MrgX1 PAM | TRPC4 act | RGS4 inh | ANO1 activ | TRPC6 activator | TRPC6 inhibitor | MrgX1 antag | TRPC4 potent
- COc1ccccc1OCCCCCNCCO
→ i | i | i | i | i | i | i | i | i | i | i
- Cc1ccc(OCCNC(=O)/C=C/c2ccco2)cc1C
→ i | i | i | i | i | i | i | i | i | i | i
- CCC(C)(C)NC(=O)C(c1cccc(OC)c1)N(C(=O)CNC(=O)c1cccs1)c1cccnc1 (configuration not stated)
→ i | i | i | i | i | i | i | i | i | i | i
- CC(C)c1ccc(C(=O)CC2(O)C(=O)N(CN3CCOCC3)c3ccccc32)cc1 (configuration not stated)
→ i | i | i | i | i | i | i | i | i | i | i
- COc1ccc(NC(=O)CSc2ccccc2)c([N+](=O)[O-])c1
→ i | i | i | i | i | i | i | i | i | i | i
- COC(=O)c1nc2ccc(N3CCOCC3)cc2c(C)c1C(=O)OC
→ i | i | i | i | i | i | i | i | i | i | i
- CCN(CC)c1ccc(/C=N/NC(=O)Cc2nnc(NC(=O)Nc3ccccc3)s2)cc1
→ i | i | i | i | i | i | i | i | i | i | i
- CCCCn1c(SCC(=O)NCc2ccco2)nc2c1c(=O)n(C)c(=O)n2C
→ i | i | i | i | i | i | i | i | i | i | i
